Lipid storage S3 = qHTS Assay for Lipid Storage Modulators in Drosophila S3 Cells; Potency in µM for hits, for the others lipid storage change, negative = inhibition, % at the top dose, mostly 46.1 µM; 320,000 tested, 0.64% active; Drosophila S3 cells, BODIPY lipid droplet fluorescence, 18-24 h; cells fed with added oleic acid; active = well fitted inhibition curve with a large enough effect in the signal ratio, with a control signal flat, not every such curve was filed as active; inconclusive = small, poorly fitted or top-dose-only effect, or effect the other way, or a change in a side signal; the % refers to the signal ratio
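Drosophila S3 cells loaded with oleic acid (400 uM, as added) and compounds at several concentrations; lipid droplets imaged by 488-nm laser-scanning cytometry, 500–530 nm intensity and object ratio to cell channel. Percent activity normalized to 20 uM Triacsin C.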
Lipid storage S3 cell count max = further read-out of Lipid storage S3, marked with its call; cell number change, %; measured here: cell count max response;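 cells counted by Cell Tracker Red CMTPX staining in the red channel; peak over a dose series mostly up to 46.1 µM; percent activity relative to internal control wells on each plate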
An asterisk follows results filed as active; i = inactive; ? = inconclusive; . = no result given. % is set by controls: 0 for no effect and ±100 for the full control effect; potency is the fitted concentration of half-maximal effect. This is a subset (hit frequency here may not be typical).

Order of results: Lipid storage S3, Lipid storage S3 cell count max
C=CCN1c2ccccc2[C@]23C[C@@H](C(=O)OC)N=C2NC(C(=O)OC)=C(C(=O)OC)[C@H]13
→ 7%, 34
CCCS(=O)(=O)N1CCN(Cc2ccc3c(c2)c2ccccc2n3CC)CC1
→ -25%, -1
O=C(Cn1nnc2ccccc2c1=O)Nc1ccc2c(c1)CCC2
→ ?, .
CCN(CC)CC(=O)NC12CC3CC(CC(C3)C1)C2
→ ?, .
COc1ccc(C(=O)NC(CCSC)C(=O)NC2CC2)cc1 (stereo not given)
→ -11%, 9
Cn1nc(-c2ccccc2)c2cc([N+](=O)[O-])ccc21
→ ?, .
CCc1cccc(OCCOC(=O)CNS(=O)(=O)c2ccc(NC(C)=O)cc2)c1
→ ?, .
O=C1CC(c2ccco2)CC(O)=C1C=NCC1NCCc2ccccc21 (stereo not given)
→ -1%, -1
Cn1cccc1/C=C1\SC(=S)N(NC(=O)c2ccc(F)cc2)C1=O
→ 10%, 6
Cc1c(C(=O)N2CCN(C)CC2)oc2c1C(=O)CC(C)(C)C2
→ ?, .

(continued)
Order of results: Lipid storage S3, Lipid storage S3 cell count max
CN(C)c1nc(C#N)nc(N(C)C)n1
→ 7%, 18
Cc1cccc(NC(=O)c2cc(S(=O)(=O)N3CCOCC3)cn2C)c1C
→ ?, .
Cc1cc(C)c2oc(-c3ccc(C)c(NC(=S)NC(=O)/C=C/c4ccco4)c3)nc2c1
→ ?, .
Cc1ccc(OCC(=O)Nc2ccncc2)c(C)c1
→ ?, .
COc1cc(/C=C/C(=O)OCC(=O)Nc2cc(S(=O)(=O)N(C)C)ccc2Cl)ccc1O
→ -10%, -6
O=C1/C(=C\c2cccnc2)CCc2ccccc21
→ 5%, -16
Cc1cc(C(=O)N/N=C/c2cc(Br)ccc2OC(=O)c2ccccc2Cl)n[nH]1
→ i, .
O=C(N/N=C\c1c(O)ccc2ccccc12)c1ccc(S(=O)(=O)N2CCCCC2)cc1
→ 3%, 4
O=C1NC(Cc2ccccc2)C(=O)N1CC(=O)N1CCCc2ccccc21 (stereo not given)
→ ?, .
CC(C)NC(=O)c1ccc(C2SCC(=O)N2Cc2ccccc2)cc1 (stereo not given)
→ -12%, -18

Later entries
Order of results: Lipid storage S3, Lipid storage S3 cell count max
CN(c1cccc(NC(=O)CN(c2cccc(Cl)c2)S(=O)(=O)c2ccccc2)c1)S(C)(=O)=O
→ ?, .
COc1ccc(S(=O)(=O)N2C3CCC2CC(NC(=O)NC2CCCCC2)C3)cc1 (stereo not given)
→ i, .
COC(Cn1cc(C)c(=O)[nH]c1=O)OC
→ 1%, 4
Cc1ccc2c(c1)[nH]c1c(=O)n(CCN3CCNCC3)cnc12
→ ?, .
O=C(O)CC(c1cccc2ccccc12)n1cccc1 (stereo not given)
→ 7%, -10
CC1(C)Cc2c(sc(NC(=O)C(=O)NCCCN3CCOCC3)c2C(N)=O)CO1
→ ?, .
CCOC(=O)C1=C(C)N(C)C(C)=C(C(=O)OCC)C1c1ccc(C(=O)OC)cc1
→ ?, .
Cc1ccc(OCCN2C(=O)C(=O)c3cc(C)ccc32)cc1
→ ?, .
O=C(c1cc2c(=O)n3ccccc3nc2s1)N1CCc2ccccc2C1
→ ?, .
Cc1cccc(NC(=O)COC(=O)c2ccc([N+](=O)[O-])o2)c1C
→ -20%, -23

Structures listed so far containing a halogen:
Order of results: Lipid storage S3, Lipid storage S3 cell count max
Cn1cccc1/C=C1\SC(=S)N(NC(=O)c2ccc(F)cc2)C1=O
→ 10%, 6
COc1cc(/C=C/C(=O)OCC(=O)Nc2cc(S(=O)(=O)N(C)C)ccc2Cl)ccc1O
→ -10%, -6
Cc1cc(C(=O)N/N=C/c2cc(Br)ccc2OC(=O)c2ccccc2Cl)n[nH]1
→ i, .
CN(c1cccc(NC(=O)CN(c2cccc(Cl)c2)S(=O)(=O)c2ccccc2)c1)S(C)(=O)=O
→ ?, .

(listing goes on)
Order of results: Lipid storage S3, Lipid storage S3 cell count max
CCOC(=O)CCNC(=O)N1CCCC(N(C)CCc2ccc(OC)c(OC)c2)C1 (stereo not given)
→ 13%, 6
O=C1c2ccccc2NC(c2ccco2)N1O (stereo not given)
→ i, .
O=C(C1CCCN(Cc2ccccc2Br)C1)N1CCCCC1 (stereo not given)
→ ?, .
O=C(Nc1cccc(NC(=O)c2cncc(Br)c2)c1)c1cncc(Br)c1
→ ?, .
OC(c1ccccc1)(c1ccccc1)C1CCN(C(=S)NC2CCCC2)CC1
→ ?, .
CCCCS(=O)(=O)Nc1ccc(N2CCOCC2)c(S(=O)(=O)N2CCOCC2)c1
→ ?, .
Cc1ccc(C23CC4CC(CC(C(N)=O)(C4)C2)C3)cc1
→ ?, .
Cc1nn(Cc2c(F)c(F)c(F)c(F)c2F)c(C)c1NC(=O)c1nn(C)c(C)c1Br
→ ?, .
CCOC(CNC(=O)Cc1c(C)nc2c(-c3ccccc3)c(C)nn2c1C)OCC
→ ?, .
Cc1cccc2c(=O)n3c(nc12)CCCCC3
→ ?, .

Later entries.
Order of results: Lipid storage S3, Lipid storage S3 cell count max
Cc1nc(CCNS(=O)(=O)c2cccs2)cs1
→ ?, .
CC(NC(=O)c1ccc(CS(C)(=O)=O)cc1)c1ccc(-n2ccnc2)cc1 (stereo not given)
→ ?, .
CC(=O)c1cccc(N(CC(=O)Nc2ccccc2C(=O)N2CCCC2)S(C)(=O)=O)c1
→ ?, .
COc1ccc(C(C)=O)c(Oc2nc(CN3CCOCC3)nc3scc(-c4cccs4)c23)c1
→ ?, .
Cc1[nH]nc2c1C(C1CC=CCC1)C(C#N)=C(N)O2 (stereo not given)
→ ?, .
COC(=O)CSc1nc(-c2ccccc2)nc2ccccc12
→ 2%, -13
O=C(COC(=O)c1ccc(Br)o1)Nc1cccc(S(=O)(=O)N2CCCCCC2)c1
→ ?, .
O=C(NC12CC3CC(CC(C3)C1)C2)c1ccc(COc2ccc(Cl)cc2[N+](=O)[O-])o1
→ ?, .
NCCn1c(-c2ccccc2)cc(C(=O)O)c1-c1ccccc1F
→ 11%, 9
Cn1c(SCC(=O)N2CCN(c3cccc(Cl)c3)CC2)nnc1-c1ccncc1
→ ?, .

Carrying on:
Order of results: Lipid storage S3, Lipid storage S3 cell count max
CCOC(=O)c1c(C)oc2cc(Br)c(OC(C)C(=O)OCC)cc12 (stereo not given)
→ ?, .
CN1CCN(C(=O)CNc2ccc(C(F)(F)F)cc2[N+](=O)[O-])CC1
→ -3%, 0
O=C(Nc1ccc(S(=O)(=O)N2CCCCC2)cc1)C1CC(=O)N(Cc2ccccc2)C1 (stereo not given)
→ ?, .
CCOc1cc(C2c3c(n[nH]c3C)C(=O)N2c2ccc(C)cc2)ccc1O (stereo not given)
→ ?, .
CCc1ccc(-c2nc(CS(=O)CC(=O)NCc3cccnc3)c(C)o2)cc1 (stereo not given)
→ ?, .
Cc1csc(=O)n1CC(=O)OCC(=O)Nc1cc(S(=O)(=O)N2CCOCC2)ccc1Cl
→ i, .
COc1ccc2nc(NC3=NCN(CC4CCCO4)CN3)nc(C)c2c1 (stereo not given)
→ 8%, 14
COC(=O)c1ccc(Oc2c(F)c(F)nc(N3CCOCC3)c2F)cc1
→ ?, .
Cc1ccc2[nH]c(=O)c(C(c3nnnn3CC3CCCO3)N3CCOCC3)cc2c1 (stereo not given)
→ ?, .
Cn1c(N=Nc2ccccc2)nc2ccccc21
→ ?, .

Single records (already shown).
Entry for `Cc1nc(CCNS(=O)(=O)c2cccs2)cs1` → Lipid storage S3 = ?; Lipid storage S3 cell count max = .
Entry for `Cn1nc(-c2ccccc2)c2cc([N+](=O)[O-])ccc21` → Lipid storage S3 = ?; Lipid storage S3 cell count max = .

Other structures follow:
Order of results: Lipid storage S3, Lipid storage S3 cell count max
O=C(CCNC(=O)c1ccccc1Cl)NNC(=O)c1ccccc1O
→ ?, .
COc1ccccc1CNC(=O)Cn1nnnc1CN(C)C(C)C
→ ?, .
O=C(O)c1ccc(S(=O)(=O)NC2CCCc3ccccc32)cc1 (stereo not given)
→ ?, .
N#Cc1ccc(N=c2ssnc2Cl)cc1
→ ?, .
CC(CNC(=O)CN(C)CC(=O)Nc1ccccc1Br)c1ccccc1 (stereo not given)
→ ?, .
O=C(Nc1ncccn1)c1ccc([N+](=O)[O-])cc1
→ 1%, -4
COc1ccc(-c2nnc3ccc(SC(C(C)=O)C(C)=O)nn23)cc1OC
→ 7%, -20
CCOc1ccc2oc(C(=O)N(C)CCc3ccc(OC)c(OC)c3)c(C)c2c1
→ 7%, 1
CN(C)/C=N/S(=O)(=O)c1ccc(Cl)c(Cl)c1
→ 3%, -4
CCN(CC)CCNC(=O)C1CCCCN1S(=O)(=O)c1cccc([N+](=O)[O-])c1 (stereo not given)
→ -7%, 2

(listing goes on)
Order of results: Lipid storage S3, Lipid storage S3 cell count max
CC(C)NC(=O)c1ccc(COCC(F)(F)C(F)F)cc1
→ i, .
CCc1ccc2c(COC(=O)C3CSC4(C)CCC(=O)N34)cc(=O)oc2c1 (stereo not given)
→ 18%, 17
COc1ccc(CCN(Cc2cc3cc(C)c(C)cc3nc2Cl)C(=O)C2CC2)cc1
→ ?, .
CCc1ccc(-c2cc(C(=O)NN3CCN(C)CC3)c3ccccc3n2)cc1
→ -4%, 0
Cc1cccc2c1NC(=O)C2=Nc1ccc(Cl)cc1
→ 11%, 7
O=C(NCc1n[nH]c(=S)n1-c1ccc(Br)cc1)c1ccc(S(=O)(=O)N2CCOCC2)cc1
→ -1%, -1
CC(=O)OCCCNc1cc(Sc2ccc(C)cc2)c2nonc2c1[N+](=O)[O-]
→ ?, .
O=C(O)c1cc(-c2ccc(N3CCOCC3)cc2)nn1-c1ccc(F)cc1
→ -11%, 2
Cn1c(N)c(C(=O)COC(=O)C2CCCN2C(=O)c2cccs2)c(=O)n(C)c1=O (stereo not given)
→ ?, .
COc1cc(C(C(=O)NCC2CCCO2)N(C(=O)Cn2nnc3ccccc32)c2ccc(OC)c(OC)c2)ccc1O (stereo not given)
→ i, 15

The list goes on.
Order of results: Lipid storage S3, Lipid storage S3 cell count max
Cn1c(SCC(=O)c2ccc3c(c2)OCCO3)nnc1C(F)(F)F
→ 11%, 0
Cc1ccc(C(C(=O)NC2CCCC2)N(Cc2cccs2)C(=O)CNC(=O)c2cccs2)o1 (stereo not given)
→ 20%, 17
Cc1ccc(N/N=C2/CCCNC2=O)cc1
→ -1%, -24
COc1cc(/C=C(/NC(=O)c2ccc(Cl)cc2Cl)C(=O)O)cc(OC)c1OC
→ ?, .
COc1ccccc1C1CCN(C(=O)c2ccc(Cl)cc2)CC1
→ i, 4
Cn1c(=O)c2sccc2n(Cc2cccc(Br)c2)c1=O
→ -20%, -6
CN(NC(=O)c1ccc(Cl)cc1)c1cccc(Cl)n1
→ -18%, .
Cn1nnnc1SCC(=O)Nc1ccc2c(c1)OCO2
→ i, .
O=C(O)C1CSC(c2ccccc2)N1C(=O)c1ccco1 (stereo not given)
→ ?, .
CCOc1ccc(CNC(=O)NS(=O)(=O)c2ccc(OC)cc2)cc1
→ 1%, 0

(continued)
Order of results: Lipid storage S3, Lipid storage S3 cell count max
CC1CCN(C(=O)CCCC(=O)N2CCC(C)CC2)CC1
→ -25%, 7
COc1ccc(CCn2c(C)cc3c(c2=O)C(c2ccc4c(c2)OCO4)C(C#N)=C(N)O3)cc1OC (stereo not given)
→ ?, .
Cc1csc(NC(=O)CSc2ncnc3ccccc23)n1
→ 25%, -1
CC(=O)c1ccc(NC(=S)NCc2ccc(Cl)cc2Cl)cc1
→ ?, .
CN1c2ccccc2C(C)(C)C12CC(CCl)=NO2 (stereo not given)
→ ?, .
CN1CCN(C2=Cc3ccccc3Sc3cc(F)ccc32)CC1
→ ?, .
CC1(C)Cc2c(c(=S)nc(-c3ccccc3)n2CCCN2CCOCC2)CO1
→ ?, .
Cc1cccc(C(=O)NCC(=O)NCC2COc3ccccc3O2)c1 (stereo not given)
→ ?, .
O=C(CCC(=O)N1CCN(c2ccccn2)CC1)Nc1nnc(C(F)(F)F)s1
→ ?, .
COc1cc(CNCc2ccc(OC)c(OC)c2OC)cc(OC)c1
→ ?, .

Going on with the list.
Order of results: Lipid storage S3, Lipid storage S3 cell count max
Cc1ccc(Nc2nnc(SCC(=O)Nc3ccccc3[N+](=O)[O-])s2)cc1
→ 8%, -1
CCCc1cc(C(=O)Nc2ccccc2C(=O)OC)no1
→ i, .
CC(C)OC(=O)CSc1nc2ncccc2[nH]1
→ ?, .
Cc1ccc(C(O)CSc2nnc(-c3ccc4ccccc4c3)n2C)cc1 (stereo not given)
→ 0%, 23
Cc1ccc(NC(=O)C2Cc3ccccc3CN2C(=O)c2ccccc2)cc1Cl (stereo not given)
→ 10%, -16
Cc1ccc(C2C(C#N)=C(N)SC(N)=C2C#N)o1
→ ?, .
O=C(NNC(=S)NC(=O)c1cccs1)c1cccnc1
→ -15%, -17
Cc1ccc(-n2nc3c(c2NC(=O)c2ccc4c(c2)OCO4)CS(=O)(=O)C3)cc1
→ ?, .
COc1ccc2oc(C)c(C(=O)Cn3ccnc3)c2c1
→ ?, .
CCNC(=O)C(=O)NCC1OCCCN1S(=O)(=O)c1ccc(F)cc1C (stereo not given)
→ 0%, 8
COCCn1c(=O)[nH]c2cc(C(=O)NCCc3ccc(OC)c(OC)c3)ccc2c1=O
→ 3%, 10

Shown as labelled records: part of the list above
> Cc1ccc(Nc2nnc(SCC(=O)Nc3ccccc3[N+](=O)[O-])s2)cc1
  Lipid storage S3: 8%	Lipid storage S3 cell count max: -1

> CCCc1cc(C(=O)Nc2ccccc2C(=O)OC)no1
  Lipid storage S3: i	Lipid storage S3 cell count max: .

> CC(C)OC(=O)CSc1nc2ncccc2[nH]1
  Lipid storage S3: ?	Lipid storage S3 cell count max: .

From PubChem
